# TMEM16A act – mouse TMEM16A channel activation, primary screen. Q8BHY3. HEK293 TMEM16A/YFP-H148Q/I152L, iodide quench fluorescence; active compounds read low. B-score at 10 µM. 340,000 compounds, 0.3% hits;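 active means fluorescence-ratio B-score plate-corrected deviation score at least 3 library SD below zero, with starting fluorescence score within 5 deviations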;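 further: channel opened by trigger with iodide after compound preincubation; score built on the fluorescence ratio of max minus min over baseline; more negative score means more quench and so TMEM16A activation or potentiation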
# Target sequence (Q8BHY3 whole entry, looked up): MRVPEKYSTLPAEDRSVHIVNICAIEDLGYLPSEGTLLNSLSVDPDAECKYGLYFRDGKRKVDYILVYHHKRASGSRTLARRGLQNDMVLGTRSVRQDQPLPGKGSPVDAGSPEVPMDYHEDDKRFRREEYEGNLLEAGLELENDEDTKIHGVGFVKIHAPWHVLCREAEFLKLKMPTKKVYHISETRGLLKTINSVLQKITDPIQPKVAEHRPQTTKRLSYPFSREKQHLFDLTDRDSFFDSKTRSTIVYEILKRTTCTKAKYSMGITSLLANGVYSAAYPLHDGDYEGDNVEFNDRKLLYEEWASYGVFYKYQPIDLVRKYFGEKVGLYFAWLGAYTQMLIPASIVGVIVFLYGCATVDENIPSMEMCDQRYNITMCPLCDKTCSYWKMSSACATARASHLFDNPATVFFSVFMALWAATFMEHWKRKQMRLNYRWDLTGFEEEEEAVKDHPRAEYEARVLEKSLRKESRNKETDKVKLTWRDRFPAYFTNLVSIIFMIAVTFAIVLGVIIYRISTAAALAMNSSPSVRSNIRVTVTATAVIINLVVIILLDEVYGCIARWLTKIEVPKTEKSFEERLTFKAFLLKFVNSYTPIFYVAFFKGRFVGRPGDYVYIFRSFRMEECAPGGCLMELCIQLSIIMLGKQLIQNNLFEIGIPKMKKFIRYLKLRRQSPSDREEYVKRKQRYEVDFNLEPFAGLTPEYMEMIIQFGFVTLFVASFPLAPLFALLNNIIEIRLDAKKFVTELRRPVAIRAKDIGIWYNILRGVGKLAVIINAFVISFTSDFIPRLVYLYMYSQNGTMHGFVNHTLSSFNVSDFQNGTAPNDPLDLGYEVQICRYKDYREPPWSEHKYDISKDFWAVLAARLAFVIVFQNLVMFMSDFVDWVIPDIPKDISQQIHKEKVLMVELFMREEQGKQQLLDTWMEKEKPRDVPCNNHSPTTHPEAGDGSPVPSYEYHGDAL
# KCNK3 block – human KCNK3 channel inhibition, primary screen; O14649; B-score at 10 µM; CHO-KCNK3 thallium flux, FluxOR fluorescence; active compounds read low; 340,000 compounds, 0.84% hits; AID 602410;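 active means B-score under library mean minus 4 SD, starting fluorescence ratio at most library mean plus 5 SD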;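 further: more negative B-score means stronger inhibition of thallium flux through KCNK3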
# Calls only; i = inactive. The list is partial. The share of hits here may be higher or lower than overall.
# The opening two records as a preview:
SMILES,TMEM16A act,KCNK3 block
O=C(COc1ccc(F)cc1Br)NCCCN1CCCC1=O,i,i
O=C(O)c1ccc(C=NNC(=O)c2ccccc2NS(=O)(=O)c2cccs2)cc1,i,i

# Results (from the top)
SMILES,TMEM16A act,KCNK3 block
O=C(COc1ccc(F)cc1Br)NCCCN1CCCC1=O,i,i
O=C(O)c1ccc(C=NNC(=O)c2ccccc2NS(=O)(=O)c2cccs2)cc1,i,i
COc1ccc(S(=O)(=O)N2CCN(C(=O)c3cc(C)oc3C)CC2)cc1OC,i,i
CCOC(=O)c1c2c(n(-c3ccc(OC)cc3)c1C)C(=O)C(=O)c1ccccc1-2,i,i
O=c1[nH]nc(N=Nc2c(O)[nH]c3ccc(F)cc23)c(=O)[nH]1,i,i
Cc1cccc(C(=O)NCC(=O)OCc2nc(N)nc(Nc3ccccc3C)n2)c1,i,i
CC(C)CC1NC(=O)N(CC(=O)Nc2ccc3c(c2)OCCO3)C1=O (configuration not stated),i,i
COc1ccccc1C(C)Nc1ccc(S(=O)(=O)N2CCN(C)CC2)cc1[N+](=O)[O-] (configuration not stated),i,i
CC1(c2ccccc2)NC(=O)N(CC(=O)Nc2ccc(N3CCOCC3)cc2)C1=O (configuration not stated),i,i
COc1ccc(Cl)cc1C(=O)NNC(=O)COC(=O)c1cccs1,i,i
O=C(NN=Cc1ccc(F)cc1)c1ccccc1NS(=O)(=O)c1cccs1,i,i
O=C(COC(=O)CC1CC2CCC1C2)Nc1ccccc1Cl (configuration not stated),i,i
C[C@H](CO)N1C[C@H](C)[C@@H](CN(C)C(=O)Nc2ccc3c(c2)OCO3)Oc2ccc(NC(=O)NC3CCCCC3)cc2C1=O,i,i
Cc1cc(C)c2c(c1C)C(=O)CCC2,i,i
CC1CC(C)CN(C(=O)c2ccc3ncsc3c2)C1 (configuration not stated),i,i
CN(C)CCNC(=O)c1ccc(Cl)c2cc3ccccc3nc12,i,i
COc1cc(-c2cc(C(=O)Nc3cc(S(=O)(=O)N4CCOCC4)ccc3C)c3ccccc3n2)cc(OC)c1OC,i,i
CC(C)(O)[C@H](O)Cc1cc2ccc(=O)oc2cc1O[C@@H]1O[C@H](CO)[C@@H](O)[C@H](O)[C@H]1O,i,i
CCCCN(CC(=O)Nc1cccc(S(=O)(=O)N2CCCC2)c1)Cc1nc2ccccc2c(=O)[nH]1,i,i
Cn1c(CCC(=O)O)nc2cc(S(=O)(=O)N3CCCCC3)ccc21,i,i
CCOC(=O)C1=C(COC(=O)CNS(=O)(=O)c2c(F)cc(F)cc2Br)NC(=O)NC1C (configuration not stated),i,i
O=C1NC(=S)NC1=Cc1ccc(O)cc1,i,i
CC(C)=CC(=O)O[C@@H]1Cc2c(ccc3ccc(=O)oc23)OC1(C)C,i,i
CN1NC(=O)CC1c1ccccc1 (configuration not stated),i,i
COc1cccc(NC(=O)CN(C)C(=O)c2csc3c2CCCC3)c1,i,i
C[C@@H]1COC(=O)[C@H](Cc2ccc(F)cc2)CC/C=C\C[C@@H](CC(=O)NCCO)C(=O)N1,i,i
CCN(CC(=O)NCc1cccs1)CC(=O)Nc1ccccc1C,i,i
CC(C)Cc1nnc(NC(=O)C2=COCCO2)s1,i,i
CC(=NNC(=O)CSc1nc2ccccc2o1)c1ccco1,i,i
COc1ccc([C@H]2CC(=O)C=C(c3ccc(Cl)c(Cl)c3)C2)cc1,i,i
CC(=NNC(=S)N1CCC1)c1ccccn1,i,i
Cc1ccc(S(=O)(=O)N2CCN(C(=O)Cn3nc(C)c([N+](=O)[O-])c3C)CC2)cc1,i,i
CCOC(=O)NC1CCc2cc(OC)c(OC)c(OC)c2-c2ccc(SC)c(=O)cc21 (configuration not stated),i,i
C=CC[C@H](CC(=O)NCCO)C(=O)NCCOC(=O)[C@@H](CC=C)Cc1ccc(F)cc1,i,i
Cc1ccc(S(=O)(=O)N2CCN(C(=O)COC(=O)COc3ccc(Br)cc3)CC2)c(C)c1,i,i
Cc1cccc(NC(=O)CNC(=O)COC(=O)c2ccco2)c1C,i,i
CC(=O)c1ccc(N2CCN(CC(=O)NC(=O)NCc3ccccc3)CC2)cc1,i,i
CCN1C(=NCCc2ccc([N+](=O)[O-])cc2)N[C@@H](c2ccccc2)[C@H](C(=O)OC)[C@H]1C,i,i
COC(=O)c1cc(Br)ccc1N(Cc1cc(OC)cc(OC)c1)S(C)(=O)=O,i,i
CCOC(=O)c1ccc(NC(=O)C2CC(O)CN2S(=O)(=O)c2ccc(C)cc2)cc1 (configuration not stated),i,i

# Sorted by molar mass (ascending): some entries from above.
SMILES,TMEM16A act,KCNK3 block
CN1NC(=O)CC1c1ccccc1 (configuration not stated),i,i
O=C1NC(=S)NC1=Cc1ccc(O)cc1,i,i
CC(C)Cc1nnc(NC(=O)C2=COCCO2)s1,i,i
COc1cccc(NC(=O)CN(C)C(=O)c2csc3c2CCCC3)c1,i,i
CCOC(=O)NC1CCc2cc(OC)c(OC)c(OC)c2-c2ccc(SC)c(=O)cc21 (configuration not stated),i,i
COC(=O)c1cc(Br)ccc1N(Cc1cc(OC)cc(OC)c1)S(C)(=O)=O,i,i

# More compounds:
SMILES,TMEM16A act,KCNK3 block
COc1cccc2c1C(=O)c1c(O)c3c(c(O)c1C2=O)CC(O)(C(=O)CO)CC3OC1CC(N(C)C)C(O)C(C)O1 (configuration not stated),i,i
Cc1c(C(=O)N(Cc2ccco2)Cc2cccs2)oc2ccccc12,i,i
Cc1ccccc1-n1ccnc1SCC(=O)Nc1cccc(S(=O)(=O)NC2=NCCC2)c1,i,i
COc1cc(C(=O)Nc2ccn(C)n2)ccc1OC(F)F,i,i
CC(=O)c1cccc(NC(=O)C(C)OC(=O)c2ccc(Br)o2)c1 (configuration not stated),i,i
CCOC(=O)C1CCN(C(=O)c2cccc(S(=O)(=O)N3c4ccccc4CC3C)c2)CC1 (configuration not stated),i,i
O=C(OCC(=O)N1CCCC1)c1cnc(Cl)c(Cl)c1,i,i
Cc1cccc([C@@H](NC(=O)OC(C)(C)C)C(=O)OC(C)(C)C)c1,i,i
CC(C)C[C@H](NC(=O)c1nc[nH]c1C(=O)NCCNC(=O)OC(C)(C)C)C(=O)CNCCNC(=O)c1[nH]cnc1C(=O)N[C@@H](C)C(=O)OC(C)(C)C,i,i
CCOC(=O)C1=CN(Cc2cccc(-c3ccc4c(c3)OCO4)c2)S(=O)(=O)N(C)C1C (configuration not stated),i,i
CCN(CC(=O)NCc1cccs1)C(=O)c1ccc(S(=O)(=O)N(CC)c2ccccc2)cc1,i,i
CC(=O)c1ccccc1NC(=O)COC(=O)Cc1cccc(C(F)(F)F)c1,i,i
CC(OC(=O)Cn1ccccc1=O)C(=O)Nc1cc(Cl)cc(Cl)c1 (configuration not stated),i,i
CC1(C)OC2OC3C(CN)OC(c4ccccc4)OC3C2O1 (configuration not stated),i,i
COc1ccc(CNC(=O)CCc2ccc(S(=O)(=O)N3CCCCCC3)cc2)cc1,i,i
CCN(C(=O)COC(=O)c1cccc(S(=O)(=O)NCc2ccccc2)c1)c1ccccc1,i,i
O=C(COC(=O)[C@H](Cc1ccccc1)NC(=O)c1ccco1)Nc1ccccc1,i,i
O=C(Nc1cc(Cl)ccc1Cl)N1CCN(C(=O)Nc2cc(Cl)ccc2Cl)CC1,i,i
CC(C)(C)NC(=O)CSc1nc2cc(S(=O)(=O)N3CCCCC3)ccc2o1,i,i
CC(C)c1ccc(S(=O)(=O)N2CCN(C(=O)CN3C(=O)c4ccccc4C3=O)CC2)cc1,i,i

# Six entries drawn at random from those above, as already listed:
SMILES,TMEM16A act,KCNK3 block
CC(=O)c1ccccc1NC(=O)COC(=O)Cc1cccc(C(F)(F)F)c1,i,i
COc1cc(C(=O)Nc2ccn(C)n2)ccc1OC(F)F,i,i
CCOC(=O)C1=CN(Cc2cccc(-c3ccc4c(c3)OCO4)c2)S(=O)(=O)N(C)C1C (configuration not stated),i,i
CC(OC(=O)Cn1ccccc1=O)C(=O)Nc1cc(Cl)cc(Cl)c1 (configuration not stated),i,i
O=C(OCC(=O)N1CCCC1)c1cnc(Cl)c(Cl)c1,i,i
CCN(C(=O)COC(=O)c1cccc(S(=O)(=O)NCc2ccccc2)c1)c1ccccc1,i,i

# (next part)
SMILES,TMEM16A act,KCNK3 block
Cc1c(NS(=O)(=O)c2cc(C(=O)N3CCCC(C)C3)ccc2Cl)c(=O)n(-c2ccccc2)n1C (configuration not stated),i,i
O=C(COC(=O)CNC(=O)c1ccccc1F)NC12CC3CC(CC(C3)C1)C2,i,i
CCCCCCN1C(=O)C(O)=C(C(C)=O)C1c1ccccc1[N+](=O)[O-] (configuration not stated),i,i
Cc1ccc(C(=O)Nc2cccc(S(=O)(=O)N3CCCC3)c2)o1,i,i
CC(=O)OC1CCC2(C)C(=CCC3C2CCC2(C)C3CC3ON=C(C)C32)C1 (configuration not stated),i,i
COc1ccc(C2/C=C\CC(NC(=O)OCC3c4ccccc4-c4ccccc43)CC(=O)N2Cc2ccccc2F)cc1 (configuration not stated),i,i
Cc1cccc2c1NC(=O)C2=O,i,i
Cc1cc(C)n2nc(SC(C)C(=O)N(C)C3CCCCC3)nc2n1 (configuration not stated),i,i
CCOC(=O)Cc1csc(SCC(=O)Nc2ccc3[nH]c(=O)[nH]c3c2)n1,i,i
COC(=O)C1CCN(S(=O)(=O)c2ccc(Br)s2)CC1,i,i
CCn1cnc2c(Nc3cccc(Cl)c3)nc(C#N)nc21,i,i
COCc1ccc(C(=O)N2CCN(CC(=O)N3CCCC3)CC2)cc1,i,i
COC(=O)c1cc(C(=O)OCC(=O)NC2CCCCCCC2)cc([N+](=O)[O-])c1,i,i
Cc1cccc(O)c1C,i,i
COc1ccccc1NS(=O)(=O)c1ccc(C)c(C(=O)NCc2cccnc2)c1,i,i
O=C(COC(=O)CNS(=O)(=O)c1ccccc1)Nc1ncc(Cl)cc1Cl,i,i
Cn1cccc1CC(=O)NNC(=O)Nc1ccccc1F,i,i
CC1Cc2ccccc2N1C(=O)CN1C(=O)NC2(CCCCC2)C1=O (configuration not stated),i,i
COC(=O)C1CC(C(=O)OC)C2C(C(=O)OC)CC(C(=O)OC)C12 (configuration not stated),i,i
C#CCC(NC(=O)c1ccc(C(F)(F)F)cc1)C(=O)NCCC (configuration not stated),i,i
CCN(CC(=O)Nc1ccc(OC)cc1)C(=O)CSCC(=O)Nc1cc(C)on1,i,i
Cc1cccc(N2CC(C(=O)OCC(=O)c3c(N)n(CC(C)C)c(=O)n(C)c3=O)CC2=O)c1C (configuration not stated),i,i
Cc1ccc(CN2CC(C(=O)N3CCN(S(=O)(=O)c4ccccc4)CC3)CC2=O)cc1 (configuration not stated),i,i
COc1ccc(C2(CNC(=O)c3cc(OC)c(OC)c(OC)c3)CCCC2)cc1OC,i,i
O=C(Nc1ccc(F)cc1)Nc1ccc(S(=O)(=O)N2CCCC2)cc1,i,i
C=CCn1c(C)nnc1SCC(=O)Nc1cc(S(=O)(=O)N2CCCC2)ccc1Cl,i,i
COc1cc(C(=O)NC2CCN(C)CC2)ccc1Nc1ncc2c(n1)N(Cc1ccccc1)CCC(=O)N2C,i,i
O=C1Cc2c([nH]c3ccc(Br)cc23)-c2ccccc2N1,i,i
O=C(COC(=O)C12CC3CC(CC(O)(C3)C1)C2)Nc1cccc(Br)c1,i,i
CCC(COC(=O)c1ccccc1)Oc1cc(NCc2ccccc2)c2ncn(C(C)C)c2c1 (configuration not stated),i,i
CC(=O)C[C@@H](O)CC(=O)[C@@H]1OC(=O)[C@H](C)C/C=C\Cc2ccccc21,i,i
Cc1onc(-c2ccccc2)c1-c1nnc(CN2CCN(S(=O)(=O)c3ccccc3)CC2)o1,i,i
C[C@H](CO)N1C[C@H](C)[C@@H](CN(C)S(=O)(=O)c2ccc(F)cc2)Oc2ccc(NC(=O)CCN3CCOCC3)cc2C1=O,i,i
CCN(CC(=O)NCc1ccc(F)cc1)C(=O)CCNS(=O)(=O)c1cccc(C)c1,i,i
COc1ccc(OC)c(NC(=O)c2cc3c(cc2Cl)N2CCCCCC2=NS3(=O)=O)c1,i,i
N#Cc1ccc(S(=O)(=O)N2CCN(CC(=O)Nc3ccccc3C(=O)NC3CC3)CC2)cc1,i,i
C[C@H](CO)N1C[C@H](C)[C@@H](CN(C)Cc2ccccc2)Oc2c(NC(=O)C3CCCCC3)cccc2C1=O,i,i
CSc1ccc(CN(C)C(=O)C2CCN(C(=O)Nc3ccccc3)CC2)cc1,i,i
CC(OC(=O)c1ccc(Cl)c(S(N)(=O)=O)c1)C(=O)NCC1CCCCC1 (configuration not stated),i,i
CN(CC(=O)Nc1ccc(Cl)c(C(F)(F)F)c1)C(=O)/C=C/c1cccs1,i,i
NC(CSC1(c2cccc3ccccc23)c2ccccc2-c2ccccc21)C(=O)O (configuration not stated),i,i
CN(C(=O)c1ccc(NC(=O)Cc2cccc([N+](=O)[O-])c2)cc1)C1CCCC1,i,i
Oc1cc(CNC2CCCCC2)c(O)cc1CNC1CCCCC1,i,i
Nc1nc(SCc2ccccc2[N+](=O)[O-])c2ncn(Cc3ccccc3)c2n1,i,i
COc1ccc(NS(=O)(=O)c2cccc(C(=O)NCc3ccccc3CN3CCCC3)c2)cc1,i,i
O=c1ccn([C@@H]2O[C@H](COS(=O)(=O)O)[C@@H](O)[C@H]2O)c(=O)[nH]1,i,i
Cc1ccc(OC(C)C(=O)Nc2ncc(Cl)cc2Cl)c([N+](=O)[O-])n1 (configuration not stated),i,i

# Copied from the results shown, 2 compounds:
SMILES,TMEM16A act,KCNK3 block
NC(CSC1(c2cccc3ccccc23)c2ccccc2-c2ccccc21)C(=O)O (configuration not stated),i,i
CN(C(=O)c1ccc(NC(=O)Cc2cccc([N+](=O)[O-])c2)cc1)C1CCCC1,i,i
